RT RNaseH block: blocks HIV-1 RNase H cleavage of RNA/DNA duplex. P04585. RT-RNase H RNA/DNA duplex cleavage, fluorescence. inhibition, % at 10 µM. 1.9% of 65,000 active. AID 565; in the data active = inhibition above about 50%
RmlC RmlD mix: inhibitors of RmlC and RmlD coupled enzymes | RmlC/RmlD coupled enzyme inhibition, 384-well mixture HTS | inhibition, % at 5.5 µM | 0.39% of 110,000 active; in the data active = inhibition above about 30%, passing the limit was not always enough; inconclusive = no clear call, values can overlap the other calls; note: strong numbers were not always called active
The depositor's hits bear a star.

CCOC(=O)N1CCC(N2C(=O)c3ccc(C(=O)Nc4ccc(F)cc4F)cc3C2=O)CC1 was read as RT RNaseH block 13 and RmlC RmlD mix 6.
For O=C(NC1CC1)c1scc2c1OCCO2 the results were RT RNaseH block -4 and RmlC RmlD mix -11.
`O=C(CSc1nnc(-c2ccc(O)cc2)o1)Nc1ccc2c(c1)OCCO2` gave RmlC RmlD mix -1.
Cc1ccc(-n2c(-c3ccncc3)nnc2-c2ccco2)cc1 was read as RT RNaseH block -8 and RmlC RmlD mix -10.
Cc1ccc(CSc2nc3ccncc3n2CC(=O)Nc2cc(C)cc(C)c2)cc1 was read as RmlC RmlD mix 11.
`CC(=O)Nc1cccc(NC(=O)CCn2cnc3cc(C)c(C)cc32)c1` gave RT RNaseH block -7 and RmlC RmlD mix -6.
For Cn1c(=O)cc(N2CCc3ccccc32)[nH]c1=O the results were RT RNaseH block -15 and RmlC RmlD mix -4.
Cc1ccnc(N2C(=O)c3ccccc3C2Nc2cccc(C)c2C)c1 (stereo not given) was read as RT RNaseH block -11 and RmlC RmlD mix 9.
`CCc1nc(N2CCOCC2)c(C#N)c2c1COC(C)(C)C2` gave RT RNaseH block -5 and RmlC RmlD mix 50.
`O=C(NC12CC3CC(CC(C3)C1)C2)C1CCCN1C(=O)NC1CCCCC1` (stereo not given) gave RT RNaseH block -10 and RmlC RmlD mix 1.
Cc1cc(N2CCN(C(=O)c3ccco3)CC2)n2nc(C)c(-c3ccc(Cl)cc3)c2n1 was read as RT RNaseH block -2.
`CC(Oc1ccc(Cl)cc1Cl)C(=O)OCn1nnc2ccccc2c1=O` (stereo not given) gave RmlC RmlD mix 6.
Screening CC(C)CN(C(=O)COC(=O)Cc1n[nH]c(=O)c2ccccc12)C1CCS(=O)(=O)C1 (stereo not given) returned RT RNaseH block -3 and RmlC RmlD mix 40.
CCOC(=O)c1c(C)[nH]c(C)c1C(=O)CSc1nnnn1-c1ccccc1 was read as RT RNaseH block -41 and RmlC RmlD mix -13.
Screening CCc1nnc(NC(=O)c2cccs2)s1 returned RT RNaseH block 2 and RmlC RmlD mix 4.

Part of the list above in order of molecular weight, rising.
For O=C(NC1CC1)c1scc2c1OCCO2 the results were RT RNaseH block -4 and RmlC RmlD mix -11.
Screening CCc1nnc(NC(=O)c2cccs2)s1 returned RT RNaseH block 2 and RmlC RmlD mix 4.
For Cn1c(=O)cc(N2CCc3ccccc32)[nH]c1=O the results were RT RNaseH block -15 and RmlC RmlD mix -4.
`CCc1nc(N2CCOCC2)c(C#N)c2c1COC(C)(C)C2` gave RT RNaseH block -5 and RmlC RmlD mix 50.
Cc1ccc(-n2c(-c3ccncc3)nnc2-c2ccco2)cc1 was read as RT RNaseH block -8 and RmlC RmlD mix -10.
Cc1ccnc(N2C(=O)c3ccccc3C2Nc2cccc(C)c2C)c1 (stereo not given) was read as RT RNaseH block -11 and RmlC RmlD mix 9.
`CC(=O)Nc1cccc(NC(=O)CCn2cnc3cc(C)c(C)cc32)c1` gave RT RNaseH block -7 and RmlC RmlD mix -6.
`O=C(NC12CC3CC(CC(C3)C1)C2)C1CCCN1C(=O)NC1CCCCC1` (stereo not given) gave RT RNaseH block -10 and RmlC RmlD mix 1.
CCOC(=O)c1c(C)[nH]c(C)c1C(=O)CSc1nnnn1-c1ccccc1 was read as RT RNaseH block -41 and RmlC RmlD mix -13.
Cc1ccc(CSc2nc3ccncc3n2CC(=O)Nc2cc(C)cc(C)c2)cc1 was read as RmlC RmlD mix 11.
Cc1cc(N2CCN(C(=O)c3ccco3)CC2)n2nc(C)c(-c3ccc(Cl)cc3)c2n1 was read as RT RNaseH block -2.
CCOC(=O)N1CCC(N2C(=O)c3ccc(C(=O)Nc4ccc(F)cc4F)cc3C2=O)CC1 was read as RT RNaseH block 13 and RmlC RmlD mix 6.

(continued)
Screening C=C(C)c1cccc(C(C)(C)NC(=O)NC2CN3CCC2CC3)c1 (stereo not given) returned RT RNaseH block -9 and RmlC RmlD mix -2.
For COc1ccc(CC(=O)NCc2nnc(SCC(=O)N3CCN(c4ccccc4)CC3)n2C)cc1 the results were RT RNaseH block 5.
For CCCC(=O)Nc1cc(C)c(NC(=O)c2ccncc2)cn1 the results were RT RNaseH block -6 and RmlC RmlD mix -12.
For O=C(NCCCn1ccnc1)Nc1cccc(Cl)c1 the results were RT RNaseH block -21 and RmlC RmlD mix 9.
`O=C(Nc1cc(C(F)(F)F)ccc1-n1cncn1)c1ccc(-c2ccccc2)cc1` gave RmlC RmlD mix -8.
`CC(C)Cc1cc(C(=O)Nc2cccnc2)no1` gave RmlC RmlD mix 4.
For C=CCOC(=O)C1=C(C)Nc2nnnn2C1c1cc(OC)ccc1OC (stereo not given) the results were RT RNaseH block -25 and RmlC RmlD mix -11.
O=C(Nc1ccc(NC(=O)C2CCCCC2)nc1)c1ccco1 was read as RmlC RmlD mix -9.
Screening CC(=O)C1=C(O)CCC1=NCCc1ccccc1 returned RmlC RmlD mix -4.
Screening CN(Cc1ccccc1)Cc1ccccc1F returned RT RNaseH block -12 and RmlC RmlD mix -11.
For CC1CCc2nc(NC(=O)CN3CCN(c4ccc(F)cc4)CC3)sc2C1 (stereo not given) the results were RmlC RmlD mix 0.
`O=C1CN(C(=O)c2ccc(Br)o2)C(c2ccc(F)cc2)c2cc(Cl)ccc2N1` (stereo not given) gave RT RNaseH block 15 and RmlC RmlD mix -6.
Screening CCN(CC)CCNC(=O)CS(=O)Cc1nc(-c2ccc(C)cc2)oc1C (stereo not given) returned RT RNaseH block 4 and RmlC RmlD mix -42.
`Cc1cccc(C(=O)Nc2cccc(C(=O)N3CCOCC3)c2)c1` gave RmlC RmlD mix -16.
`Nc1cc(N)nc(SCC(=O)Nc2ccc(Br)cc2Cl)n1` gave RT RNaseH block -19 and RmlC RmlD mix 1.
Screening Cc1nn(C(C)C(=O)Nc2sc3c(c2C#N)CCCC3)c(C)c1[N+](=O)[O-] (stereo not given) returned RmlC RmlD mix 12.
Screening COc1c(Cl)cc(-c2noc(C)c2C(=O)NCc2ccc3c(c2)OCO3)cc1Cl returned RT RNaseH block -6.
`CSc1cc(-c2ccc(Cl)cc2)c(C(=O)NN)s1` gave RmlC RmlD mix 7.
For Cn1cc(/C=N/n2cnc3scc(-c4ccc(Cl)cc4)c3c2=O)c2ccccc21 the results were RT RNaseH block 26 and RmlC RmlD mix -16.
For COc1ccc(CN(CC2CCCO2)C(=O)CN2C(=O)COc3ccccc32)cc1OC (stereo not given) the results were RmlC RmlD mix 7.
For N=c1c(C(=O)NCc2ccc(F)cc2)cc2c(=O)n3ccccc3nc2n1Cc1cccnc1 the results were RmlC RmlD mix 53*.
Screening CCOc1ccc(N(CC)S(=O)(=O)c2ccc3c(c2)n(C)c(=O)c(=O)n3C)cc1 returned RmlC RmlD mix -2.
For CC1CCc2c(sc(NC(=O)C(=O)NCc3ccco3)c2C#N)C1 (stereo not given) the results were RmlC RmlD mix -5.
`Cc1noc(NS(=O)(=O)c2ccc(N/C=C/C(=O)c3ccccc3)cc2)c1C` gave RmlC RmlD mix -10.
Screening C/C(=C1/SC(N2CCOCC2)=NC1=O)c1ccc(Cl)cc1 returned RT RNaseH block -1 and RmlC RmlD mix -6.
For NC(=O)[C@@H]1CC2(CC(c3cccc(NC(=O)[C@H]4CCC(=O)N4)c3)=NO2)CN1C(=O)c1ccc(Cl)cc1 (stereo not given in full) the results were RmlC RmlD mix 4.
For O=C(N1CCOCC1)N1CCN(c2ccc(F)cc2)CC1 the results were RmlC RmlD mix -9.
Screening Cn1nnnc1SCC(=O)N1c2ccccc2Sc2ccc(Cl)cc21 returned RT RNaseH block -48 and RmlC RmlD mix -8.
Screening O=C1C2C3C=CC(C3)C2C(=O)N1c1cccc2cccnc12 (stereo not given) returned RT RNaseH block 3 and RmlC RmlD mix -13.
For COc1ccc(/C=N/Nc2nc3ccccc3o2)cc1OC the results were RmlC RmlD mix 4.
For CCC(=O)Nc1cc(C(=O)OCC(=O)c2ccc(Cl)cc2Cl)ccc1C the results were RmlC RmlD mix 14.
For C=CCN1c2ccccc2[C@]23C[C@@H](C(=O)OC)N(C(=O)C4CCC4)C2=NC(C(=O)OC)=C(C(=O)OC)[C@H]13 the results were RmlC RmlD mix 7.
For Nc1nc(SCC(=O)NCc2ccccc2)n[nH]1 the results were RT RNaseH block -22 and RmlC RmlD mix 8.
Screening CCOC(=O)N1CCN(C2CC(=O)N(c3ccc(C)cc3)C2=O)CC1 (stereo not given) returned RT RNaseH block -8 and RmlC RmlD mix 5.
`Cc1ccc(S(=O)(=O)N2CCN(C(=O)c3cccc(F)c3)CC2)cc1` gave RT RNaseH block -2 and RmlC RmlD mix -4.
`CC1(C(=O)O)CCC(C(=O)Nc2ccccc2)C1(C)C` (stereo not given) gave RT RNaseH block -5 and RmlC RmlD mix 15.
For CC1(C(=O)NC2CCCCCCC2)CC1(Cl)Cl (stereo not given) the results were RmlC RmlD mix 21.
Screening CCN(CC)C(=O)c1cc2c(=O)n3ccccc3nc2s1 returned RT RNaseH block -17 and RmlC RmlD mix 27.
Screening Cn1nnnc1SCC(=O)Nc1ccccc1Cl returned RT RNaseH block -4 and RmlC RmlD mix -9.
Screening O=C1CC(Sc2nnnn2C2CCCCC2)C(=O)N1c1ccccc1 (stereo not given) returned RT RNaseH block 45 and RmlC RmlD mix 0.
`O=C(CSc1nc2c(c(=O)n1-c1ccc(Br)cc1)SCC2)Nc1nccs1` gave RT RNaseH block -12 and RmlC RmlD mix 7.
`COc1ccc(N2CCN(CCCNC(=O)CC3Oc4ccc(C)cc4NC3=O)CC2)cc1` (stereo not given) gave RT RNaseH block 15 and RmlC RmlD mix 1.
For Cc1ccccc1CN1CCN(CC2CC3C=CC2C3)CC1 (stereo not given) the results were RmlC RmlD mix -7.
`CCOc1nc(-c2ccccc2Cl)ccc1C#N` gave RmlC RmlD mix 6.
For O=C(COC(=O)CC12CC3CC(CC(C3)C1)C2)Nc1ncc(Cl)cc1Cl the results were RmlC RmlD mix -8.
Screening Cc1cc(C)n2nc(CCc3ccccc3)nc2n1 returned RmlC RmlD mix 6.
`CC1(C)CC(=O)C2=C(C1)Oc1nc3ccccc3cc1C2C(C#N)C#N` (stereo not given) gave RT RNaseH block 8 and RmlC RmlD mix 8.
For Cc1ccc(Cl)cc1N1CCN(CCN)CC1 the results were RT RNaseH block 0 and RmlC RmlD mix -6.
`Cc1c(C(=O)Nc2ccc(OC(F)(F)F)cc2)sc2nc3n(c(=O)c12)CCC3` gave RmlC RmlD mix -47.
CN(C)c1ccc(CNn2cnnc2SCc2ccccc2F)cc1 was read as RT RNaseH block -6 and RmlC RmlD mix 6.
Cc1ccc(C)n1-c1ccc(C(=O)N2CCOCC2)cc1 was read as RT RNaseH block -18 and RmlC RmlD mix 11.
CCOC(=O)c1ccc(Nc2ncnc3nc[nH]c23)cc1 was read as RT RNaseH block -9 and RmlC RmlD mix -8.
Screening CCOC(=O)N1CCC(NC(=O)CCN2C(=O)C3C4C=CC(C4)C3C2=O)CC1 (stereo not given) returned RT RNaseH block -9 and RmlC RmlD mix 5.
For Cn1c(N)c(C(=O)COC(=O)C2CCCCC2)c(=O)n(C)c1=O the results were RmlC RmlD mix 7.
COc1ccc(NC(=O)CCNS(=O)(=O)c2ccc(Br)s2)cc1 was read as RmlC RmlD mix -14.
Screening COC(=O)c1c(NC(=O)CC2SCC(C(=O)OC)NC2=O)sc2c1CCCC2 (stereo not given) returned RT RNaseH block 0 and RmlC RmlD mix -12.
For CCOc1cccc(-c2nnc3sc(C4CCCCC4)nn23)c1 the results were RT RNaseH block 59* and RmlC RmlD mix -10.
`CCOc1cccc2cc(C(=O)Nc3nccs3)c(=O)oc12` gave RT RNaseH block -4 and RmlC RmlD mix 3.
For C#CCSc1nnc(-c2ccc(C)cc2)o1 the results were RmlC RmlD mix -11.
`COc1ccc(OC)c(-c2nc3c(C)n[nH]c(=O)c3[nH]2)c1` gave RT RNaseH block -3 and RmlC RmlD mix 9.
`CCC(=O)CC(c1ccc([N+](=O)[O-])cc1)c1c(O)c2ccccc2oc1=O` (stereo not given) gave RmlC RmlD mix 4.
`CCCCCC(=O)Nc1cccc(C2=NOC3(C2)C[C@@H](C(N)=O)N(C(=O)c2ccc(OC)cc2)C3)c1` (stereo not given in full) gave RmlC RmlD mix -5.
`COc1ccc(Cn2c(C)c(C)c(C#N)c2NC(=O)Nc2ccc(F)cc2)cc1` gave RmlC RmlD mix 17.
For CC(C)CCn1c(SCC(=O)OCn2nnc3ccccc3c2=O)nc2ccccc2c1=O the results were RT RNaseH block -4 and RmlC RmlD mix -7.
COc1cccc(-c2nnc(NC(=O)Cc3cccs3)s2)c1 was read as RT RNaseH block 18 and RmlC RmlD mix -9.
COc1cc(C(=O)Nc2nc3ccc(S(=O)(=O)N4CCOCC4)cc3s2)cc(OC)c1OC was read as RT RNaseH block -3 and RmlC RmlD mix 2.
`Cc1ccc(-n2nnc3c(=O)oc4ccccc4c32)cc1` gave RT RNaseH block 19 and RmlC RmlD mix inconclusive.
O=C(c1ccco1)N1CCN(C(=O)c2cc(-c3ccccn3)nc3ccc(Cl)cc23)CC1 was read as RT RNaseH block 69* and RmlC RmlD mix -9.
Screening COCCSc1nnc(NC(=O)CSCc2ccccc2)s1 returned RT RNaseH block -1 and RmlC RmlD mix -12.
Screening CCc1ccccc1NS(=O)(=O)c1cc(C)ccc1OC returned RT RNaseH block -45 and RmlC RmlD mix 9.
For O=C(O)CN=C1NC2(CCCCC2)Cc2ccccc21 the results were RmlC RmlD mix 9.
Screening Cc1cc(NC(=O)CSc2nnc(-c3ccccc3)n2Cc2ccco2)no1 returned RmlC RmlD mix -1.
For Cc1ccc2nc(-c3ccc(NC(=S)NC(=O)C(C)C)cc3)sc2c1 the results were RmlC RmlD mix -20.
`COc1ccc(S(=O)(=O)NCCc2csc(-c3cccnc3)n2)cc1` gave RmlC RmlD mix 8.
Cn1nc2c(c1C(=O)O)CCCC2 was read as RmlC RmlD mix 32.
Screening COCCCNC(=O)c1c(NC(=O)c2cccs2)sc2c1CCCC2 returned RmlC RmlD mix -10.
For COC(=O)NC1(C(F)(F)F)NC(=O)N(C2CCCCC2)C1=O (stereo not given) the results were RT RNaseH block -4 and RmlC RmlD mix -12.
`Oc1c(C(c2ccccc2)N2CCc3ccccc3C2)sc2ncnn12` (stereo not given) gave RT RNaseH block 46 and RmlC RmlD mix 7.

Only part of the results is shown; the hit share may differ from the screen's.
